# Screening data from PubChem BioAssay.
# MEP2 TOR yeast: yeast TOR pathway MEP2-GFP modulation | hit rate 0.51% among 330,000 | GFP response vs DMSO, % at 10 µM | S. cerevisiae MEP2-GFP strain, flow cytometry GFP, 3 h; 100% = DMSO control level;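 active means GFP response versus DMSO above a set limit, roughly screen mean plus 3 SD, cut at about 180% in these data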;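 further: median GFP fluorescence of the barcode-gated MEP2-GFP cells per well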
# ZTA DNA inh: ZTA (EBV) inhibition in EBNA-1 counter-screen; AID 2234; inhibition, % at 11 µM; hit rate 0.15% among 320,000; ZTA-DNA binding, fluorescence polarization; P03206; in the data active means inhibition above about 33%
# AHR act: human AHR activation. P35869. AHR-responsive luciferase reporter cells, luminescence. activation, % at 5 µM. hit rate 2.5% among 320,000. AID 2796; in the data active means activation above about 47%;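 further: 0% = vehicle wells and 100% = reference agonist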
# EBNA-1 inhibitor: blocks EBNA-1 binding to DNA; EBNA-1 DNA binding, fluorescence polarization; inhibition, % at 14.8 µM; hit rate 0.34% among 300,000; AID 1950; in the data active means inhibition above about 28%
# procasp7 counter: activates human procaspase-7, counter-screen for procaspase-3 activators | activation, % at 8.5 µM | recombinant procaspase-7, Ac-DEVD-pNA absorbance 405 nm; D23A/D198A/D206A triple mutant, cannot self-cleave; scale: DMSO 0, 5 µM enzyme 100 | P55210 | hit rate 0.093% among 330,000;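 active means percent activation above the screen-wide mean plus 3 SD, cut at about 25% in these data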
#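 Assay system: Uncleavable procaspase-7 mutant enzyme; Input: 2 µM procaspase-7 mutant as dispensed; Also added: DEVD-pNA substrate; Medium: Zinc-free HEPES pH 7.4 with 300 mM NaCl, 0.01% Triton X-100; Timing: 1 h compound preincubation, 2 h substrate cleavage, 25 °C; Measured by: Epi-absorbance of released pNA at 405 nm, two timepoints.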
# RPL19A TOR yeast: modulators of TOR pathway RPL19A-GFP in S. cerevisiae | S. cerevisiae RPL19A-GFP strain, flow cytometry, 3 h; active compounds read low | percent response vs DMSO, % at 10 µM | hit rate 0.3% among 330,000;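 active means percent response vs DMSO below 50%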;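 further: median channel GFP fluorescence of the barcoded RPL19A-GFP strain; ratio of sample median GFP to plate DMSO average so 100% = DMSO; lower means less RPL19A-GFP as with rapamycin TOR inhibition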
# procasp3 activ: activates human procaspase-3 | AID 463141 | recombinant procaspase-3 D3A, Ac-DEVD-pNA absorbance 405 nm | hit rate 0.11% among 330,000 | activation, % at 8.5 µM | P42574;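 active means activation above the mean of all tested compounds plus 3 SD, cut at about 21% in these data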;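 further: 0% = DMSO alone and 100% = DMSO wells spiked with extra 5 µM PC-3 D3A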
#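 material = Procaspase-3 D3A mutant | probe or stimulus = Ac-DEVD-pNA | compound = single dose, 8.5 µM nominal compound, 0.8% DMSO | timing = 1 h preincubation, 2 h reaction | measured by = 405 nm absorbance of p-nitroaniline, reads at 0 and 120 min | benchmarks = DMSO-only low control, 5 µM PC-3 D3A high control | repeats = singlicate, each compound tested once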
# LAP4 TOR yeast: modulators of TOR pathway LAP4-GFP in S. cerevisiae; S. cerevisiae LAP4-GFP multiplex, flow cytometry GFP, 3 h; median GFP as percent of DMSO wells; GFP response vs DMSO, % at 10 µM; hit rate 0.34% among 320,000; AID 2023;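 active means GFP response vs DMSO above a set limit, about the screen mean plus 3 SD, cut at about 150% in these data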
# * hit, by the source's call; · = not tested or not shown.
compound	MEP2 TOR yeast	ZTA DNA inh	AHR act	EBNA-1 inhibitor	procasp7 counter	RPL19A TOR yeast	procasp3 activ	LAP4 TOR yeast
COc1ccccc1C(c1c(N)n(C)c(=O)n(C)c1=O)C(C)[N+](=O)[O-] (stereo not given)	93	-24	1	-10	4	98	5	106
Cc1cc(C)cc(C(=O)OCC(=O)N2CCCCCC2)c1	98	1	1	·	7	97	3	101
O=C1CCCC/C1=C/NCc1ccc(F)cc1	116	3	2	6	9	108	2	99
COc1ccc(S(=O)(=O)N(CC(=O)Nc2ccc(S(=O)(=O)N3CCOCC3)cc2)Cc2ccc(F)cc2)cc1	108	-25	8	0	-5	98	-8	107
FC(F)(F)c1ccc(CN2C[C@@H]3C(c4ccc(Cl)nc4)C4(c5cccnc5)CC3(C4)[C@H]2c2ccccc2)cc1 (stereo not given in full)	108	8	2	-1	-6	104	8	98
CCOc1ccccc1OCC(=O)Nc1ccc2[nH]c(=O)[nH]c2c1	98	6	15	·	1	91	4	90
COc1ccc(N2CCN(C(=O)C(=O)c3cn(CC(=O)N4CCOCC4)c4ccccc34)CC2)cc1	108	-12	3	-19	-1	100	4	100
Cc1cc(=O)c2cc(Cl)ccc2[nH]1	105	-1	-2	3	12	121	0	117
CC(C)CCNC(=O)CO/N=C/c1ccccc1OC(F)F	108	-14	7	-5	10	97	2	115
O=C1CCC(=O)N1c1ccccc1	105	-16	2	-2	6	103	-7	92
CCc1ccc(CNC(=O)c2nn(C)c3c2CS(=O)(=O)c2ccccc2-3)cc1	102	-14	1	4	4	100	9	104
CCN(c1ccccc1)S(=O)(=O)c1ccc(NC(=O)C(C)(C)C)cc1	94	7	-3	-2	-3	97	3	96
Cc1cc(C)nc(N2C(=O)CC(C(C)c3ccccc3)C2=O)n1 (stereo not given)	106	8	4	-13	6	96	11	95
CCO[C@H]1OC(C(=O)NCc2nc3ccccc3[nH]2)=C[C@@H](C)[C@@H]1CCCO	91	-10	2	9	1	100	5	107
CCCN(CCC)c1nc(C#N)nc(N(CCC)CCC)n1	131	6	2	0	10	51	2	90
COC(=O)c1c(NC(=O)c2cnccn2)sc2c1CCC2	102	-18	32	-11	3	101	-5	100
C=CCn1c2ccccc2c2nnc(SCN3C(=O)c4ccccc4C3=O)nc21	102	1	78*	1	-12	100	-8	102
O=C(NCCNc1ccc2ccccc2c1)c1cccn2c(=O)c3sccc3nc12	97	4	43	-7	-9	97	-2	103
Cc1cccc(N(Cc2cc3cc(C)ccc3[nH]c2=O)C(=O)c2cccs2)c1	103	0	5	14	0	98	-1	103
COC(=O)CSc1cc(C)nc(SC)n1	102	-1	1	-7	3	104	-1	95
Cc1ccccc1-n1nnnc1SC(C)C(=O)Nc1ccc(N2CCN(C)CC2)cc1 (stereo not given)	100	7	2	-10	2	99	-3	94
O=C1C2C3C=CC(CNS(=O)(=O)c4ccccc4)(O3)C2C(=O)N1c1ccc(Cl)cc1 (stereo not given)	106	-18	-1	1	-29	102	-27	107
O=C(NNC1=Nc2cccc3cccc1c23)c1ccccc1Br	93	-5	4	10	2	104	0	81
O=C(COC(=O)C1CC2CCCC(C1)C2=O)Nc1nc(-c2ccc(F)c(F)c2)cs1 (stereo not given)	91	-2	-3	0	1	92	-4	102
CC(=O)Nc1ccc(S(=O)(=O)N2CCN(C(=O)N3CCCCC3)CC2)cc1	109	5	-1	2	8	102	-2	97
CNC(=O)c1c(N)sc2c1CCCCC2	110	-15	9	8	-21	105	-10	108
CNCc1ccc(OCc2ccccc2)c(OC)c1	100	-6	5	-4	7	98	-2	99
CCOC(=O)c1ccc(-c2nnc(-c3ccc(Cl)cc3Cl)o2)cc1	106	-8	19	5	10	105	13	103
O=C(NCCCN1CCOCC1)c1ccc2c(=O)n(Cc3ccc(Cl)cc3)c(=S)[nH]c2c1	97	-30	3	-9	-2	94	-5	97
Cc1ccc(OCC(=O)N/N=C/c2cccn2C)cc1C	90	9	7	-4	-4	94	3	109

# The final 2 records of the part above open the next one.
compound	MEP2 TOR yeast	ZTA DNA inh	AHR act	EBNA-1 inhibitor	procasp7 counter	RPL19A TOR yeast	procasp3 activ	LAP4 TOR yeast
O=C(NCCCN1CCOCC1)c1ccc2c(=O)n(Cc3ccc(Cl)cc3)c(=S)[nH]c2c1	97	-30	3	-9	-2	94	-5	97
Cc1ccc(OCC(=O)N/N=C/c2cccn2C)cc1C	90	9	7	-4	-4	94	3	109
COC(=O)NC(Nc1sc2c(c1C(N)=O)CCCC2)(C(=O)OC)C(F)(F)F (stereo not given)	99	2	4	5	-2	99	-7	103
c1ccn2c(Cc3nnc4ccccn34)nnc2c1	103	-10	2	-2	0	97	-1	98
O=C(COC(=O)c1cc(-c2ccc(F)cc2)nc2ccccc12)NCC1CCCO1 (stereo not given)	95	-7	-1	1	2	100	10	102
O=C(Nc1cccc(-c2nc3cc(Cl)ccc3o2)c1)C1CCCO1 (stereo not given)	89	4	118*	4	0	87	1	118
Cc1c(C)c2cc3c4c(oc3c(C)c2oc1=O)CCCC4	106	4	1	10	2	103	-4	102
Nc1ccc(Nc2nc(-c3ccncc3)cs2)cc1	111	-11	91*	7	3	98	-2	103
Cc1cc(N/N=C/c2ccccc2[N+](=O)[O-])nc(-n2nc(C)cc2C)n1	92	-1	16	-11	-2	90	-6	121
COc1ccc([N+](=O)[O-])cc1NC(=O)Cn1ccc(C(F)(F)F)n1	92	-11	3	-9	15	92	3	89
COc1cc(-n2nnnc2SC)c(OC)cc1Cl	101	-10	-1	3	3	101	-4	103
CC1=C(C(=O)c2ccccc2)C(c2cn(-c3ccccc3)nc2-c2ccc(Cl)cc2)NC(=S)N1 (stereo not given)	108	8	0	5	2	101	1	105
Nc1[nH]nc2nc(N3CCCC3)nc(-c3ccccc3)c12	108	2	9	2	-1	97	-2	103
N#CC1=C(N)Oc2n[nH]c(-c3ccccn3)c2C1c1c(F)cccc1Cl (stereo not given)	95	2	14	-7	5	98	-5	92
CCOc1ccc(CC(=O)N2CCN=C2SC)cc1	115	-12	2	-5	-2	108	5	94
O=C(NCCc1ccccc1)C(=O)NCC(c1ccco1)N1CCOCC1 (stereo not given)	107	6	5	-3	-4	87	-6	108
CCOC(=O)Cn1c(=NC(=O)c2nc3ccccc3s2)sc2cc(S(N)(=O)=O)ccc21	102	11	12	14	17	98	12	90
O=C(COC(=O)Cc1ccc(Br)cc1)NCC1CCCCC1	100	-7	0	-14	1	103	6	106
COc1ccc(CN(CC2CCC(C(=O)O)CC2)C(=S)Nc2ccccc2C)cc1 (stereo not given)	69	-9	0	-6	4	93	-1	106
Cc1ccc(-n2nc(-c3ccco3)cc2C(=O)O)cc1	100	13	4	7	8	100	-1	97
COC(=O)c1cc(NC(=O)CSC2=NCCS2)cc(C(=O)OC)c1	102	12	2	0	7	103	6	97
CC(C)(C)n1nc2c(c1NC(=O)COc1ccc(Cl)cc1)CSC2	105	12	3	-10	-1	105	0	108
CN(C(=O)COC(=O)c1n[nH]c(=O)c2ccccc12)c1ccccc1	105	-1	0	·	4	100	3	105
CC(=O)N1CCCc2cc(S(=O)(=O)NCCC3=CCCCC3)ccc21	97	0	3	-3	3	94	8	95
Cn1cc(S(=O)(=O)N2CCCC2)cc1C(=O)O	91	·	-1	·	0	98	4	99
COc1cc(C)ccc1OCc1cc(C(=O)NC(C)Cn2cncn2)no1 (stereo not given)	98	12	21	-4	5	101	4	98
CSc1nc2ccccc2n1CC(=O)Nc1c(C)cccc1C	88	4	4	1	5	89	-13	87
Cc1csc(NC(=O)CSc2nc(C)cs2)n1	119	-12	9	3	12	102	0	114
CC(=O)N1CCN(Cc2nc3ccc(Cl)cc3n2CCO)CC1	102	-1	5	14	6	103	5	93
COc1ccc(OC)c(NC(=O)COC(=O)CCc2ccc(S(=O)(=O)N3CCOCC3)cc2)c1	104	·	0	·	0	104	-3	100
O=C(CCN1CCCC1)Nc1ccccc1	94	-5	3	-8	5	96	-2	95
Cc1ccc(COc2ccc(CNCCCN3CCCCCC3=O)cc2)cc1	104	6	0	3	11	96	2	93
Cc1ccccc1NC(=O)NCCCCc1ccccc1	97	13	3	9	4	107	2	96
Cc1ccc(C(=O)Nc2nnc(S(=O)(=O)N3CCCCCC3)s2)cc1	99	-4	4	4	9	99	5	97
O=C1c2ccccc2NC(c2ccccc2O)N1c1ccc(F)cc1 (stereo not given)	113	10	8	-5	7	105	-3	99
CSCCC1NC(=S)N(Cc2ccccc2)C1=O (stereo not given)	113	-1	3	-3	-5	102	5	97
O=C(/C=C/c1ccccc1)C1=C(O)C(=O)N(CCO)C1c1ccccc1[N+](=O)[O-] (stereo not given)	105	1	25	6	-5	108	-4	115
Cc1ccc(S(=O)(=O)NCC(=O)N2CCC(C)CC2)cc1	102	2	0	4	0	104	-5	98
Cc1nnc(NC(=O)c2ccc(F)c(S(=O)(=O)N3CCCCC3)c2)s1	94	13	7	4	2	102	-5	69
Cc1ccc(C)c(Sc2ccc(NC(=O)CCN3C(=O)NC4(CCCC4)C3=O)cc2)c1	98	12	5	·	-5	97	-3	103
O=C(NC1CC1)C1=C[C@H](c2csc3ccccc23)C[C@H](OCc2ccc(CO)cc2)O1	89	-8	3	2	-8	100	-6	106
Cc1cc(N2CCN(Cc3ccc4c(c3)OCO4)CC2)n2ncnc2n1	105	-2	-1	0	-4	98	-2	101
CCC(C(=O)NC1CCCC1)N(C(=O)c1snc(C(N)=O)c1N)c1ccc2c(c1)OCCO2 (stereo not given)	94	11	-2	12	-1	94	3	98
CCn1c(SCC(=O)Nc2ccc(NC(=O)c3ccco3)cc2)nnc1-c1cccs1	118	-6	-3	1	-1	86	6	109
CCCCCCCCCCn1cc(C(C)=O)c(=O)[nH]c1=O	98	17	0	-1	-2	99	10	93
O=C(CN1CCN(c2ccc(C(F)(F)F)cn2)CC1)NCc1ccc2c(c1)OCO2	102	9	-1	-3	9	97	2	111
COc1cc(/C=C/C(=O)O)cc(S(=O)(=O)N2CCN(S(=O)(=O)c3ccc(Cl)cc3)CC2)c1OC	103	1	-1	-5	12	98	-5	110
COC(C[C@@H](O)C[C@@H](O)[C@H](C)OCc1ccccc1)OC	·	16	1	7	5	·	11	·
O=[N+]([O-])c1ccc(Sc2n[nH]c(-c3ccncc3)n2)nc1	94	-2	0	-2	-2	98	3	109
CCC1(c2ccccc2)NC(=O)N(CC(=O)Nc2ccc(Cl)c(S(=O)(=O)N3CCCCC3)c2)C1=O (stereo not given)	104	-3	3	5	9	100	8	106
CCOc1ccc(/C=N/NC(=O)c2ccc(Cn3cc([N+](=O)[O-])cn3)o2)cc1	112	-2	25	3	6	109	2	107
CC1C=CCC2C(=O)N(c3cccc(C(=O)NCc4ccccc4)c3)C(=O)C12 (stereo not given)	97	6	-1	11	2	98	12	86
COc1ccc(C(=O)OCC(=O)c2c(N)n(C)c(=O)n(C)c2=O)cc1OC	104	-2	0	-15	5	98	0	104
CCCCCCC(=O)NNC(=O)c1c(O)c2ccccc2n(CCC)c1=O	94	-4	-1	-7	2	100	2	85
